Source: PubChem (National Center for Advancing Translational Sciences (NCATS))
Nrf2 activator: Nrf2 pathway activation. AID 624171. hit rate 0.31% among 410,000. AREc32 ARE-luciferase reporter (MCF7-derived line), luminescence, 24 h. Potency, µM (doses to about 46.1 µM), without a hit: top-dose activation, usual class: activators; further: % of control where 0% means no effect; nearly all actives have a fitted effect of over 65% in size
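Luminescent ARE reporter assay in AREc32_Fluc cells: overnight plating at 37 deg C, 24 hr compound incubation, Steady-Glo added, 30 min RT before reading.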
MCF10A rereplic: inducers of DNA re-replication in MCF 10A breast cells; hit rate 2.9% among 350,000; Potency, µM (top dose mostly 46.1 µM), inactives show at the highest dose activity, positive = re-replication, usual class: activators; MCF 10A DNA re-replication, Hoechst nuclear intensity, 48 h; AID 624296; further: % of control where 0% means no effect; nearly all actives have a fitted effect of over 50% in size
TGFb inhibitor: inhibitors of TGF-b signaling; Potency, µM (top dose mostly 46.1 µM), inactives show at the highest dose activity, negative = inhibition, most hits filed as inhibitors; AID 588855; HepG2 CAGA-GFP TGF-b/SMAD3 reporter, GFP fluorescence, 18 h; TGF-beta stimulated, 500 pg/mL final; hit rate 1.2% among 410,000; further: on the % scale 0 is the no-effect control and ±100 the full control effect; nearly all actives have a fitted effect of over 65% in size
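Inhibition of TGF-beta-driven CAGA-GFP reporter expression in HEPG2 cells is measured by cellular GFP fluorescence after 18 h stimulation with 500 pg/mL recombinant TGF-beta in 1% FBS medium at 37 degrees C.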
ATXN2 expr inh: ATXN2 expression inhibition; HEK-293 ATXN2-luciferase reporter, luminescence, 24 h; Potency, µM (doses to about 57 µM), for inactives: at the top dose activity change, negative = inhibition, hits mostly inhibitors; hit rate 0.72% among 360,000; AID 1745845; further: on the % scale 0 is the no-effect control and ±100 the full control effect; nearly all actives have a fitted effect of over 55% in size
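qHTS (up to 57 uM final) was run with 24 h compound exposure of reporter cells at 37 °C. Each well was multiplexed: SteadyGlo luminescence measured ATXN2-luciferase expression after a fluorogenic Gly-Phe-AFC viability readout (25 uM final).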
A549 viability: kills or reduces viability of A549 cells in Nrf2 counter-screen; A549 ARE-Fluc cells, CellTiter-Fluor viability, 18-24 h; AID 504648; hit rate 0.16% among 390,000; Potency, µM (highest dose often 46 µM), without a hit: at the top dose activity change, negative = cytotoxicity, most hits filed as inhibitors; further: on the % scale 0 is the no-effect control and ±100 the full control effect
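A549 ARE_Fluc cells in 5% FBS OPTI-MEM were exposed to compounds in concentration-response for 18-24 h at 37 deg C. Viability was read by CellTiter-Fluor fluorescence (Ex 405/Em 525) after 30 min, before the luciferase read.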
ATXN viability: cell viability loss in ATXN counter-screen. S2 cells (HEK-293 line with an ATXN2-luciferase reporter) viability, CellTiter-Fluor protease fluorescence, 24 h. Potency, µM (series often up to 56.7 µM), hits mostly cytotoxic. hit rate 0.49% among 400,000. AID 651635; further: nearly all actives have a fitted effect of over 40% in size
Nrf2 inh: inhibitors of Nrf2 signaling | hit rate 2.1% among 360,000 | Potency, µM (doses to about 46 µM), for inactives: at the top dose activity change, negative = inhibition, hits mostly inhibitors | A549 ARE-Fluc reporter, luciferase luminescence, 18-24 h; further: on the % scale 0 is the no-effect control and ±100 the full control effect; nearly all actives have a fitted effect of over 60% in size
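Concentration-response testing used A549 ARE_Fluc cells at 5000 cells/well. Following an 18-24 h compound incubation, viability was read by fluorescence (Ex 405/Em 525) and luciferase output by luminescence.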
HepG2 viability: HepG2 cytotoxicity, counter-screen for TGF-b inhibitors; hit rate 0.76% among 410,000; Potency, µM (series often up to 46.1 µM), for the others: at the top dose activity change, negative = cytotoxicity, hits mostly cytotoxic; HepG2 CAGA-GFP viability, ATP luminescence, 18 h; further: some results filed as inactive show a strong effect at the top dose
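HepG2 CAGA-GFP cells (1000/well, DMEM with 1% FBS) received compound, then TGF-beta at 500 pg/mL final, and were incubated 18 hours at 37 degrees C. Viability was read by CellTiter-Glo luminescence. Media-only wells were set as complete cell-killing and DMSO as no toxicity.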
EPAC2 antagonist: blocks human EPAC2 exchange factor; hit rate 0.18% among 360,000; Potency, µM (top dose mostly 114 µM), inactives show at the highest dose activity, negative = inhibition, usual class: inhibitors; EPAC2 GEF exchange of Rap1B-BODIPY-GDP, fluorescence; Q8WZA2; AID 720708; further: on the % scale 0 is the no-effect control and ±100 the full control effect; nearly all actives have a fitted effect of over 45% in size; many of its hits are not listed in these tables
Target sequence (Q8WZA2 whole entry, looked up): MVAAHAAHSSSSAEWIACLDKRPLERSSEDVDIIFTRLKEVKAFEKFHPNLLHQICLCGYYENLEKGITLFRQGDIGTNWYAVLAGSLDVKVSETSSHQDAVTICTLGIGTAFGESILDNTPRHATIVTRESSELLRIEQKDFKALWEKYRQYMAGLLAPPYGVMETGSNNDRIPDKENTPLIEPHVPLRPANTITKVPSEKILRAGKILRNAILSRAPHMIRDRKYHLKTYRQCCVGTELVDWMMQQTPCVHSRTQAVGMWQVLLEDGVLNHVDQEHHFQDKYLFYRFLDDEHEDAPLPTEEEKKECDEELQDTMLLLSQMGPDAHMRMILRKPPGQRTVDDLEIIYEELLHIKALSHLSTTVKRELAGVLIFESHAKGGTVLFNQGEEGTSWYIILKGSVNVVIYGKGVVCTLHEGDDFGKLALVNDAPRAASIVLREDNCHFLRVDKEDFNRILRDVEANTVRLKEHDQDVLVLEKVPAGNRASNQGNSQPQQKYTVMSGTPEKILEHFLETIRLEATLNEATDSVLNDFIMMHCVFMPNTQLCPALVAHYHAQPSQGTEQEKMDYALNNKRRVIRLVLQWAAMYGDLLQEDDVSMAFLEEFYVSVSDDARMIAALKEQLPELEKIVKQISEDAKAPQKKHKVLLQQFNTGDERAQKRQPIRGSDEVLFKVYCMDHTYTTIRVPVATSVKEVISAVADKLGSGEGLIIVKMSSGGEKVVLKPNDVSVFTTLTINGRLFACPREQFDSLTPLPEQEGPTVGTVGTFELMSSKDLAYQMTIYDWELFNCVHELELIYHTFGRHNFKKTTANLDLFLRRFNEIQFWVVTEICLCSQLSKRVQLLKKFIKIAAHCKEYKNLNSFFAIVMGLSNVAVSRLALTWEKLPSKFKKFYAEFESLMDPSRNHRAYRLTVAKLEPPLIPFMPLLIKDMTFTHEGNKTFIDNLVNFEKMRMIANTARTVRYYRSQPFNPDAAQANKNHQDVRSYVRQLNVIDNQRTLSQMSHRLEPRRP
An asterisk follows results filed as active; i = inactive; u = inconclusive; x = no result given; [ ] = dose if it differs, or a comment. The call rests on the fitted dose curve; in most records, active means well fitted curve in the direction sought with a large enough effect; inconclusive means small, poorly fitted or top-dose-only effect, or another doubt; inactive means no such curve, though single readings can be large; an effect the other way counts as inactive or inconclusive. Potency means the concentration at half of the fitted maximal effect. These rows are one share of the data. The share of hits here may be higher or lower than overall.

SMILES	Nrf2 activator	MCF10A rereplic	TGFb inhibitor	ATXN2 expr inh	A549 viability	ATXN viability	Nrf2 inh	HepG2 viability	EPAC2 antagonist
CC(C)(CC(=O)O)CC(=O)Nc1ccc2c(c1)ncn2CCc1ccccc1	-0.1%	5%	0%	4%	3%	i	9%	3%	4%
Cc1cc(NCCCCO)n2c(nc3ccccc32)c1C#N	-0.8%	4%	-4%	-37%	u	x	u	-36%	-9%
CN(C(=O)C1CCC1C(=O)O)c1nc(-c2ccc(Cl)s2)cs1 (stereo not drawn)	0.0%	-10%	0%	18%	1%	i	10%	-50%	6%
CCN(Cc1ccccc1)C(c1ccc(C)cc1)c1nnnn1C(C)(C)C (stereo not drawn)	-0.9%	u	15%	-12%	16%	i	16%	0%	-5%
COc1cc(/C=N/NC(=O)c2ccc(N3CCCC3=O)cc2)ccc1O	2.5%	u	-15%	2%	-10%	i	u	-66%	-1%
S=C1NCN(Cc2ccco2)CN1c1cccc2ccccc12	0.1%	u	-12%	-29%	-1%	i	7%	3%	-6%
O=C(C1CCCO1)N1CCN(C(=S)Nc2ccc(Br)cc2)CC1 (stereo not drawn)	-0.2%	-1%	6%	1%	0%	i	-18%	2%	1%
CC(=O)NC(Cc1ccc(F)cc1)C(=O)NC1CCN(C(=O)Nc2ccccc2C)CC1 (stereo not drawn)	0.1%	-1%	32%[activator]	-5%	0%	i	13%	6%	8%
Cc1ccc(N(CC(=O)NCCSc2ccccn2)S(=O)(=O)c2ccc(F)cc2)cc1	-0.2%	12%	2%	4%	-3%	i	-2%	-6%	-14%
COCCNC(=O)C1CC2Cn3c(nc4cc(C)c(C)cc43)C2N1C (stereo not drawn)	3.3%	2%	0%	13%	0%	i	6%	-9%	12%
Cn1c(=O)cc(SCC(=O)N2CCCC2)c2ccccc21	0.7%	2%	u	-5%	6%	u	-13%	0%	8%
CC(C)Oc1ccc(S(=O)(=O)N2CCOCC2)cc1NC(=O)CC1CC2CCC1C2 (stereo not drawn)	-1.3%	x	-10%	x	x	i	x	3%	-9%
O=C(O)c1ccccc1NS(=O)(=O)c1cccc2nsnc12	-1.0%	-1%	-2%	6%	3%	i	8%	5%	13%
Cc1ccc(S(=O)(=O)N(C(=O)c2ccncc2)c2ccc(OC(=O)c3ccncc3)c3ccccc23)c(C)c1	-1.9%	u	u	u	0%	u	-16%	-8%	-4%
CCCc1cc(=O)[nH]c(SCc2cccnc2)n1	-0.2%	7%	-1%	-1%	4%	i	17%	-3%	17%
COc1cccc(CN2C(=O)N(C(C)C)C(N(O)C(=O)NC(C)C)C2(C)C)c1OC (stereo not drawn)	2.3%	-9%	1%	-3%	-1%	u	-6%	4%	-3%
Cn1c(Cn2nnc3ccccc32)nnc1SCC(=O)Nc1ccc2c(c1)OCO2	2.5%	-1%	4%	8%	4%	i	2%	-4%	5%
CC(=O)Nc1ccc(NC(=O)C(C)OC(=O)c2cccs2)cc1 (stereo not drawn)	0.1%	5%	-6%	2%	9%	i	16%	1%	-2%
N#C/C(=C(/O)CCl)c1nc2c(s1)CCc1ccccc1-2	u	13µM*	u	-49%	1%	i	-23%	-67%	-24%
Cc1noc(C)c1CSCC(=O)Nc1cc(C(F)(F)F)ccc1N1CCCCC1	-0.3%	u	-14%	-11%	-1%	i	-10%	-36%	-6%
O=C(CSc1nc2ccccc2n1Cc1ccc(Cl)cc1)N/N=C/c1ccc(C(=O)O)cc1	0.6%	19%	-5%	-32%	1%	x	-14%	-3%	u
O=C(O)CCS(=O)(=O)Cc1cccc(Cl)c1	0.2%	16%	16%	2%	0%	i	x	2%	2%
CC1CCN(C(=O)c2ccc(NC(=O)c3nsc4ccccc34)cc2)CC1	0.7%	x	-9%	x	-11%	x	x	-20%	x
CCOCCCNCc1cccc(OCc2ccc(F)cc2)c1	0.2%	12%	8%	-4%	4%	i	18%	-24%	11%
O=c1c2ccccc2n2c(=S)[nH]nc2n1-c1ccccc1	-0.3%	1%	-18%	-20%	-2%	i	-8%	-1%	-6%

2 compounds picked at random from the list so far, as already listed:
SMILES	Nrf2 activator	MCF10A rereplic	TGFb inhibitor	ATXN2 expr inh	A549 viability	ATXN viability	Nrf2 inh	HepG2 viability	EPAC2 antagonist
CCOCCCNCc1cccc(OCc2ccc(F)cc2)c1	0.2%	12%	8%	-4%	4%	i	18%	-24%	11%
CC1CCN(C(=O)c2ccc(NC(=O)c3nsc4ccccc34)cc2)CC1	0.7%	x	-9%	x	-11%	x	x	-20%	x

More structures:
SMILES	Nrf2 activator	MCF10A rereplic	TGFb inhibitor	ATXN2 expr inh	A549 viability	ATXN viability	Nrf2 inh	HepG2 viability	EPAC2 antagonist
O=C(Nc1nccs1)c1sc2ccccc2c1Cl	2.2%	u	u	-38%	1%	u	u	-46%	12%
Cc1nnc(SCC(=O)N(C)c2ccccc2)n1Cc1ccccc1	0.1%	1%	12%	-2%	12%	i	-2%	5%	4%
CC(C)CCNC(=O)C(=O)NC1CCCC1	-0.4%	-6%	-7%	14%	5%	i	90%	-1%	8%
Cc1ccccc1NC(=O)CC1NCCNC1=O (stereo not drawn)	-0.5%	x	7%	5%	4%	i	10%	4%	x
O=C(CSc1nc2ccccc2n1Cc1ccc(F)c(Cl)c1)N1CCN(c2ccc(F)cc2)CC1	2.6%	x	-6%	6%	-4%	i	-19%	-4%	x
CCCC(=O)c1c(NCCO)cc(C)oc1=O	0.0%	10%	-12%	-4%	7%	i	-18%	-8%	-7%
C/C(=N\N=C1\NC(=O)C(CC(=O)O)S1)c1ccccn1 (stereo not drawn)	0.3%	0%	0%	10%	1%	i	6%	-47%	16%
CCCN(c1ccc(OCC)cc1)S(=O)(=O)c1ccc2c(c1)NC(=O)CO2	-0.6%	3%	3%	-1%	-1%	i	-20%	-4%	-24%
Cc1ncc([N+](=O)[O-])n1CC(=O)NC1CCCC1	-0.3%	8%	2%	-5%	-1%	i	-30%	-1%	10%
Cc1occc1C(=O)NCCCCNC(=O)c1ccoc1C	-0.7%	u	2%	0%	-2%	i	9%	10%	7%
Cc1ccc(C)c(OCCn2c(-c3ccc(Cl)cc3)nc3ccccc3c2=O)c1C	6.2%	x	-2%	-3%	3%	i	0%	-18%	x
Cc1ccc(F)cc1C(=O)N1CCCC(C)(C(=O)NS(=O)(=O)C2CC2)C1 (stereo not drawn)	-0.7%[9.22 µM]	x	14%	18%	x	i	x	6%	3%
Cc1c(NC(=O)c2cccs2)c(=O)n(-c2ccccc2)n1C	0.2%	1%	-2%	-19%	5%	i	20%	1%	11%
CCOc1ccc(NC(=O)c2sc3ccccc3c2Cl)cc1	0.8%	x	19%	23%	1%	i	u	-6%	x
COc1ccc(C2/C=C\CC(OCc3ccccc3)CC(=O)N2Cc2cccc(F)c2)cc1 (stereo not drawn)	4.1%	u	u	u	-4%	i	-27%	-26%	-20%
Cc1ccc(C)c(NC2CCCCC2NS(=O)(=O)c2ccccc2)c1 (stereo not drawn)	5.6%	-4%	u	x	8%	u	8%	-38%	u
CCO[C@@H]1OC(C(=O)NC2CC2)=C[C@H](c2coc3ccccc3c2=O)[C@H]1CCCO	-0.2%	1%	-3%	-1%	-2%	i	-2%	-1%	12%
COC(=O)C(CC(C)C)NS(=O)(=O)c1cc(Br)ccc1Br (stereo not drawn)	x	x	-15%	x	0%	x	4%	-23%	x
Cc1ccc(N2C(=O)CS(=O)(=O)C23C(=O)N(Cc2cccc(F)c2)c2ccccc23)cc1Cl (stereo not drawn)	0.6%	x	0%	-4%	-2%	i	-14%	-5%	x
O=C(CSc1nnc(C2CC2)n1-c1ccccc1)NCCN1C(=O)CSC1=O	-0.8%	-4%	1%	-17%	-8%	i	-15%	0%	-26%
O=C(CCC(=O)OCCCC(F)(F)C(F)(F)F)NC1CCCCC1	-0.3%	3%	-25%	7%	0%	i	-8%	-12%	-3%
O=C(NCCOc1ccccc1)C1CCC(=O)N(CCCN2CCOCC2)C1 (stereo not drawn)	-0.6%	9%	10%	9%	-8%	i	13%	-10%	1%
O=C(Nc1nc2ccc(S(=O)(=O)N3CCCC3)cc2s1)c1cccs1	3.8%	u	u	38%	6%	i	x	13%	-1%
CC(C)C[C@@H](CN1CCCC1CN1C(=S)NC[C@@H]1Cc1ccc(O)cc1)N1C[C@H](Cc2ccc(O)cc2)N(CC2CCCCCC2)C1=S (stereo partly drawn)	-2.5%	u	5.6µM*	u	-7%	28µM*	21µM*	-111%	-9%
Cn1ncc([N+](=O)[O-])c1C(=O)N/N=C/c1c[nH]c2ccccc12	14%	-5%	-21%	x	-5%	i	6%	-9%	0%
CCc1ccc(NC(=O)CCc2nc3ccccc3[nH]2)cc1	1.3%	1%	6%	-1%	-2%	i	1%	6%	-4%
Cc1noc(C)c1C(=O)Nc1ccc(-n2ccc(C(F)(F)F)n2)cc1	-0.6%	10%	0%	-9%	-8%	i	-16%	-2%	-11%
Cc1ccc(S(=O)(=O)N2CCN(C(=O)c3ccccc3)CC2)c(C)c1NS(C)(=O)=O	-0.1%	16%	23%	-35%	4%	i	3%	0%	4%
CCCCNC(=S)N/N=C/c1ccc(C#N)cc1	3.3%	10%	-3%	-24%	-5%	i	u	-14%	11%
CCn1cc(CN2CCC(n3nccc3NC(=O)CCOc3ccccc3)CC2)cn1	-0.2%	17%	6%	7%	1%	i	-7%	-58%	3%

Full records, looked up by structure:
Cc1ncc([N+](=O)[O-])n1CC(=O)NC1CCCC1 in the list: Nrf2 activator = -0.3%; MCF10A rereplic = 8%; TGFb inhibitor = 2%; ATXN2 expr inh = -5%; A549 viability = -1%; ATXN viability = i; Nrf2 inh = -30%; HepG2 viability = -1%; EPAC2 antagonist = 10%
CCCC(=O)c1c(NCCO)cc(C)oc1=O in the list: Nrf2 activator = 0.0%; MCF10A rereplic = 10%; TGFb inhibitor = -12%; ATXN2 expr inh = -4%; A549 viability = 7%; ATXN viability = i; Nrf2 inh = -18%; HepG2 viability = -8%; EPAC2 antagonist = -7%

Single entries from the list.
For A549 viability, `CCO[C@@H]1OC(C(=O)NC2CC2)=C[C@H](c2coc3ccccc3c2=O)[C@H]1CCCO` reads -2%
For A549 viability, `O=C(Nc1nccs1)c1sc2ccccc2c1Cl` reads 1%
For ATXN2 expr inh, `O=C(CCC(=O)OCCCC(F)(F)C(F)(F)F)NC1CCCCC1` reads 7%
For MCF10A rereplic, `CCCC(=O)c1c(NCCO)cc(C)oc1=O` reads 10%
